Screens: PubChem, several laboratories
Scp-1 inhibitor: Scp-1 (human) phosphatase inhibition. Q9GZU7. Recombinant Scp1, phosphopeptide, malachite green phosphate absorbance. inhibition, % at 20 µM. 0.88% of 340,000 active. AID 493091;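 active = inhibition above about 50% at 20 µM, limit read from the data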;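 note: plate controls were DMSO wells with enzyme for no effect and wells lacking enzyme for full effect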
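Test system – truncated SCP-1 phosphatase (76-261aa) · Reagent – Phosphorylated 17-residue peptide substrate · Incubation – 45 min room-temperature reaction, 5 min colour, 30 min stabiliser · Detection – colorimetric phosphate reagent with accelerator and stabiliser, absorbance at 630 nm · Measure – % inhibition at 20 µM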
Rpn11 block: Rpn11 (human) deubiquitinase inhibition | O00487 | AID 588493 | calls only at 20 µM | 0.59% of 360,000 active | human 26S proteasome, Ub4-pepOG fluorescence polarization; 20S core pre-blocked with epoxomicin;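 active = inhibition at 20 µM, scaled to each plate's controls, above about 33%, limit read from the data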
TbMetRS inhib: Trypanosoma brucei MetRS inhibition; purified T. brucei MetRS, ATP depletion, Kinase-Glo luminescence; 0.4% of 360,000 active; inhibition, % at 11.9 µM;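 active = inhibition above a per-plate cutoff of the control wells' mean inhibition plus 3 SD, cut at about 5.5% in these data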;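 note: 0% = DMSO wells median and 100% = median of wells with control inhibitor compound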
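Dosing: 11.9 µM single point; system: parasite MetRS enzyme; technique: luminescence of leftover ATP; times: 15 min enzyme-compound preincubation, 2 h reaction, 10 min detection, 25 °C; replicates: each compound tested once; read-out basis: percent inhibition relative to median high and low control wells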
NadD block: NadD (S. aureus) enzyme inhibition; purified NadD enzyme, colorimetric absorbance read-out; inhibition, % at 20 µM; AID 602399; 0.78% of 360,000 active; in the data active = inhibition above about 26%; note: some compounds past the cut are filed as inactive
DNMT1 block: blocks human DNA methyltransferase DNMT1 | P26358 | DNMT1 molecular beacon, Hinp1I cleavage, fluorescence | inhibition (reported as % activation of signal), % at 10 µM | 0.83% of 360,000 active; in the data active = inhibition above about 50%
Target sequence (P26358 504-1616 limits assumed): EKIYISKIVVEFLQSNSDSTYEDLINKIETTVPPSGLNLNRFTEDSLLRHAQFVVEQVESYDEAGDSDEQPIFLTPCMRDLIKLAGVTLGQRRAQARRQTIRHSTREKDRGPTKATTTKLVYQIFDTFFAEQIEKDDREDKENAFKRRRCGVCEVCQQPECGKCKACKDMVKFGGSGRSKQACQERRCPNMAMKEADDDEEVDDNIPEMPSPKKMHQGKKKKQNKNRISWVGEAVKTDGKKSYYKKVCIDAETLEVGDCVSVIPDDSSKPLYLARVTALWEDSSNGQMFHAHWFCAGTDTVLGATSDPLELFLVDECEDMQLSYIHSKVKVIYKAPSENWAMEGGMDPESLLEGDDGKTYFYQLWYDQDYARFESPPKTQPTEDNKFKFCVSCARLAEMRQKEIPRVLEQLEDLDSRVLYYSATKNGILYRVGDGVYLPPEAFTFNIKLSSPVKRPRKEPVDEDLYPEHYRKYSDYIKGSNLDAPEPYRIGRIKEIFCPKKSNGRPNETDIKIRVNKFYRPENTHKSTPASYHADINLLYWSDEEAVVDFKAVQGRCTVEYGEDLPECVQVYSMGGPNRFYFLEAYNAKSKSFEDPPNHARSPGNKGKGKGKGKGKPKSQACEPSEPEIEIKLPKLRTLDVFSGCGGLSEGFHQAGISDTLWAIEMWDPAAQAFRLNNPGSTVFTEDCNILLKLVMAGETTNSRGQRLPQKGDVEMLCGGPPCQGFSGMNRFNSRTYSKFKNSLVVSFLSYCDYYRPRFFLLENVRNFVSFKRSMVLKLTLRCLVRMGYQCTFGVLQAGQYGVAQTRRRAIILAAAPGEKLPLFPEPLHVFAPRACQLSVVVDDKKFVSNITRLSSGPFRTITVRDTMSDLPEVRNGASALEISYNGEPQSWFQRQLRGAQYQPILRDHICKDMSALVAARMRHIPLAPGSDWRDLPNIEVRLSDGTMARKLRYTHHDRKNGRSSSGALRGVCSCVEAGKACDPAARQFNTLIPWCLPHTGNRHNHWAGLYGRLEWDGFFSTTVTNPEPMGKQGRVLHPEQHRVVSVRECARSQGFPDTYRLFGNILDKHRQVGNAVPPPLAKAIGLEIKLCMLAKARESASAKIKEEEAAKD
CSN deneddyl inh: blocks human CSN-mediated cullin deneddylation | 0.38% of 360,000 active | inhibition, % at 12.5 µM | Q92905 | AID 651999 | Purified CSN, SCF-Nedd8-OG deneddylation, fluorescence polarization;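 active = pattern-corrected inhibition above about 35%, with an unprinted fluorescence ratio check between 0.5 and 1.5, limit read from the data, passing the limit was not always enough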;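 note: 0% = enzyme with substrate and 100% = substrate without enzyme; some results filed as inactive read as strong as hits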
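Schedule: reaction 90 min, room temperature / Assay system: HEK293T-derived human Csn5 enzyme / Input: Csn5 at 0.24 nM final / Measure: inhibition of Csn5 cleavage, % / Control set: substrate-only high control, full reaction low control / Technique: fluorescence polarization of the substrate / Buffer or medium: Tris/NaCl/DTT buffer, pH 7.5 / Reagent: SCFSkp2-Nedd8OG substrate at 10 nM final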
STEP inh: STEP (human) phosphatase inhibition; AID 588621; 0.25% of 360,000 active; inhibition, % at 20 µM; recombinant STEP, OMFP fluorogenic substrate, fluorescence;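 active = inhibition at 20 µM, scaled per plate between control wells, above about 37%, limit read from the data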;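 note: 0% = DMSO with enzyme and substrate and 100% = substrate only without enzyme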
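Assay system: isolated STEP enzyme. Buffer or medium: pH 6.0 Bis-Tris with DTT and Tween 20. Also added: fluorogenic phosphatase substrate OMFP at 25 µM final. Dosing: 20 µM, 1% DMSO. Timing: 20 min reaction, room temperature, in the dark. Measured by: fluorescence intensity, excitation 480 nm, emission 540 nm. Evaluation: normalized % inhibition.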
SUMO1 PPI mod: SUMO1-SIM interaction modulation. P63165. SUMO1 binding to a labelled peptide, TR-FRET, 1 h. inhibition, % at 20 µM. 0.33% of 360,000 active; in the data active = inhibition above about 37%
MsrA inh: bovine MsrA inhibition; purified bovine MsrA, absorbance read-out; inhibition, % at 15.5 µM; 0.75% of 360,000 active; AID 651718; in the data active = inhibition above about 4.5%;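 note: 0% = vehicle wells with enzyme and 100% = reference inhibitor wells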
LMPTP inh: blocks human LMPTP phosphatase; 0.22% of 360,000 active; AID 651560; recombinant LMPTP-A, OMFP fluorogenic substrate, fluorescence intensity; inhibition, % at 20 µM;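 active = compounds that cut the enzyme signal by at least half of the control window in the single-dose screen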;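 note: plate controls were DMSO wells with enzyme plus substrate for no effect and substrate without enzyme for full effect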
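Assay system: LMPTP-A, protein tyrosine phosphatase of low molecular weight / Medium: pH 6.0 Bis-Tris buffer with DTT and Triton X-100 / Schedule: 50 min enzyme reaction at room temperature, protected from light / Measured by: endpoint fluorescence intensity from OMFP dephosphorylation / Read-out basis: % inhibition relative to no-enzyme and uninhibited control wells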
The depositor's hits bear a star; i = inactive; . = no result given. An unsorted share of the library; 3.9% or so of the library scored in one or more.

SMILES | Scp-1 inhibitor | Rpn11 block | TbMetRS inhib | NadD block | DNMT1 block | CSN deneddyl inh | STEP inh | SUMO1 PPI mod | MsrA inh | LMPTP inh
COc1ccc(-n2c(-c3ccc(Br)cc3)n[nH]c2=S)cc1 | -5.1 | i | -0.5 | 5.5 | 2.7 | 1.0 | 1.5 | 1.8 | 1.7 | -0.2
Cc1nn(-c2cc(N3CCCCC3)ccc2[N+](=O)[O-])c(=O)c2ccccc12 | -0.3 | i | 0.2 | -5.7 | -2.2 | -1.1 | 11.3 | -22.3 | 0.6 | 2.3
C/C(=N\Nc1cc(N2CCOCC2)ncn1)c1cccc([N+](=O)[O-])c1 | -1.8 | i | -0.2 | 0.3 | -1.1 | 2.2 | 3.9 | -11.4 | 0.0 | 1.2
CCC1(C(=O)NC(=Nc2ccccc2)Nc2ccccc2)CCOC1=O (centres undefined) | -9.6 | i | 0.2 | 4.3 | 2.0 | 1.1 | -3.4 | 5.7 | 0.7 | 0.1
CCCOc1ccc(C(=O)Nc2ccc(S(=O)(=O)Nc3onc(C)c3C)cc2)cc1 | -2.7 | i | -0.4 | 3.0 | 6.0 | -2.8 | -1.7 | 2.4 | 2.9 | 1.2
O=C1CCCCC1Nc1ccc2ccccc2c1 (centres undefined) | 1.8 | i | -0.5 | 1.2 | -8.9 | -1.6 | 0.3 | -5.4 | -0.7 | 1.0
COc1ccc(C(=O)Nc2cccc(C)c2)cc1 | -6.1 | i | -0.5 | -6.3 | -4.4 | -2.1 | -0.7 | 0.2 | -0.1 | -0.1
NC(=O)[C@@H]1CCOc2c(I)cc([N+](=O)[O-])cc2C(=O)N[C@@H](CO)C(=O)NCC(=O)N1 | -2.7 | i | -0.3 | 1.2 | -0.1 | -1.4 | -0.8 | -9.8 | 2.4 | -3.7
CCOC(=O)c1sc(NNC(=O)c2ccc(F)cc2)nc1C | -3.8 | i | -0.5 | 5.7 | 0.8 | -1.8 | 0.9 | 3.7 | 1.2 | 0.0
CCOc1cc(-c2nc(-c3ccc(C)nc3OC)no2)cc(OCC)c1OCC | -21.4 | i | -0.4 | -6.7 | 11.6 | -1.9 | 1.5 | -0.5 | 0.5 | -1.3
COc1cccc(/C=N/NC(=O)c2[nH]nc3c2CCc2ccccc2-3)c1 | -6.6 | i | 0.0 | 5.0 | -2.1 | -1.0 | 0.5 | -1.0 | -1.3 | 2.4
CC(=O)Oc1ccc(C(=O)Nc2nnc(C)s2)cc1 | -28.4 | i | 0.4 | 0.4 | 0.3 | -1.0 | 0.8 | 1.6 | -1.9 | -0.8
COC(=O)C1=C(\O)CCCC/C=C\1C(=O)O | 17.0 | i | -0.1 | 3.1 | 9.8 | 2.3 | -0.3 | -4.6 | -0.3 | 0.7
O=C(CC(c1ccccc1)c1ccccc1)NCc1cccnc1 | -5.6 | i | 0.2 | 4.0 | -1.8 | -2.0 | 0.2 | -4.8 | 0.1 | -0.5
COCCNC(=O)C1(C)CCN(C(=O)c2sccc2C)C1 (centres undefined) | . | i | -0.3 | -2.2 | 2.7 | 1.4 | -0.5 | 4.2 | -0.1 | -1.8
CCc1ccc2[nH]c(=O)c(CN(Cc3ccccc3)Cc3nnnn3Cc3ccco3)cc2c1 | -4.2 | i | -0.4 | 5.6 | -5.7 | 8.7 | 2.5 | -0.4 | 0.1 | 4.1
O=C(NCc1ccccc1)c1ccccc1CO | 4.0 | i | -0.8 | 0.4 | 8.3 | 1.0 | -3.4 | 2.5 | -1.8 | -0.7
Cc1oc(C(=O)O)cc1COc1ccc2c3c(c(=O)oc2c1C)CCC3 | 37.1 | i | -0.9 | 2.9 | 21.8 | 10.0 | 4.0 | 11.4 | -1.0 | 2.1
CCCCN(CC)Cc1ccc(CNC(=S)Nc2ccc(C)cc2Cl)o1 | -5.2 | i | -0.4 | -5.2 | -7.5 | 7.7 | 5.0 | -4.1 | -0.5 | 2.0
O=C(CN1C(=O)CCSc2ccc(S(=O)(=O)N3CCCC3)cc21)Nc1ccccc1Cl | 10.7 | i | -0.2 | -1.5 | 0.7 | -0.1 | -0.7 | 0.4 | 0.6 | 0.1
Cc1ccc(NCCC(=O)c2cccs2)cc1 | -4.6 | i | -1.0 | -8.6 | -3.6 | -1.9 | 1.8 | -2.6 | 0.6 | -0.9
C/C(=N/NC(=O)NC12CC3CC(CC(C3)C1)C2)c1ccccc1 | -4.5 | i | -0.4 | 3.1 | 1.2 | -3.2 | 0.6 | 4.4 | -0.8 | 1.2
CCc1ccc2[nH]c(=O)c(CN(CCN(CC)CC)C(=S)NCc3ccco3)cc2c1 | 2.0 | i | -0.9 | -1.7 | -2.8 | 3.6 | -1.3 | 0.7 | 0.7 | 0.5
Oc1oc(-c2ccco2)nc1C=Nc1ccccc1 | -6.3 | i | -0.5 | -0.7 | 9.5 | 6.5 | -0.5 | -20.7 | 3.3 | -0.4
COCCN(CCOC)S(=O)(=O)c1ccc(C(=O)Nc2nnc(CSC)o2)cc1 | 1.2 | i | -0.3 | 12.9 | 1.2 | -0.2 | 0.2 | 2.2 | 1.9 | 0.5
COc1cc(C(=O)N2CCN(CC(O)COc3ccccc3)CC2)cc(OC)c1OC (centres undefined) | -7.3 | i | -0.3 | -7.6 | 2.4 | -0.2 | -2.7 | 2.4 | -1.4 | -1.7
Cc1cc(NC(=O)Nc2ccc(OCc3ccccc3)cc2)n(C)n1 | -15.4 | i | -1.1 | -8.2 | -4.1 | -1.9 | -2.6 | 3.0 | . | 1.6
Cc1ccc2cc(CCNS(=O)(=O)c3ccc(Br)cc3)c(=O)[nH]c2c1C | 0.9 | i | -0.2 | -7.6 | -1.0 | -5.1 | 2.2 | 0.9 | 0.6 | 0.2
CN(C(=O)CN1C(=O)c2cccc(N)c2C1=O)C1CCCCC1 | -9.3 | i | 0.0 | 1.7 | 4.8 | -2.7 | -2.7 | -21.3 | 0.2 | -2.1
COc1ccc(CC(=O)O/N=C(\N)Cc2ccc(OC)cc2)cc1 | -1.3 | i | -1.0 | -0.2 | -1.5 | -6.3 | 0.6 | -2.7 | 0.7 | 1.3
N#CCOC(=O)C1CSC2(c3ccc(Br)cc3)CCC(=O)N12 (centres undefined) | -3.0 | i | 0.1 | -1.9 | -4.8 | 11.5 | 2.5 | 2.0 | 0.9 | -0.3
Cc1ccc2cccc(S(=O)(=O)NC3CCS(=O)(=O)C3)c2n1 (centres undefined) | -1.8 | i | -0.2 | -0.3 | 5.5 | 1.6 | 0.0 | -2.8 | . | -0.9
CCC(=O)Nc1ccc(C(=O)CN2C(=O)NC3(CCOc4ccccc43)C2=O)cc1 (centres undefined) | -2.2 | i | 0.1 | -4.4 | -13.2 | 3.5 | -2.5 | -0.6 | -0.3 | 1.2
O=C(c1cnc(Cc2c[nH]c3ccccc23)c(I)c1)N1CCN(Cc2ccccc2)CC1 | . | i | 2.1 | 8.9 | -18.5 | 42.2* | -1.7 | 0.3 | -0.3 | 2.8
C=C(NC(C)=O)c1c(F)cccc1F | -8.5 | i | 0.3 | -5.9 | 3.2 | -6.5 | 0.7 | -5.2 | -0.1 | -2.0
COc1ccc(C(=S)N2CCCC2)cc1C | 3.5 | i | -0.5 | -1.2 | -2.9 | -2.1 | 5.0 | -1.8 | -0.2 | -1.0
O=C(c1ccc(Cl)cc1)N1CCC(C(=O)N2CCCc3ccccc32)CC1 | -4.2 | i | -0.3 | 1.2 | -0.1 | 0.1 | -0.5 | 1.5 | 0.0 | -0.6
O=C(COC(=O)c1cccc(OC(F)F)c1)Nc1cccc(S(=O)(=O)N2CCCC2)c1 | -7.9 | i | -0.3 | -16.9 | -8.6 | 2.3 | -0.9 | 6.9 | 1.2 | 1.5
CN(CC(=O)Nc1cccc(F)c1)CC(=O)Nc1ccccc1[N+](=O)[O-] | 10.2 | i | -1.0 | -2.1 | 0.9 | -10.3 | -0.7 | -19.9 | 0.8 | 0.3
COc1ccc(/C=N/NC(=O)C(=O)N2CCCCCC2)cc1[N+](=O)[O-] | -9.6 | i | -0.2 | 0.2 | 0.9 | 2.1 | -1.0 | -29.1 | 0.3 | -1.3
COc1ccccc1NC(=O)C(C)OC(=O)CCCOc1ccccc1 (centres undefined) | -2.0 | i | -0.3 | -5.3 | 5.0 | -3.7 | -1.9 | 3.4 | -0.7 | 0.6
Cn1c(SCC(=O)NNC(=O)c2ccccc2)nnc1C(F)(F)F | -2.8 | i | -0.3 | 1.4 | -0.1 | -3.5 | 1.7 | -3.4 | -0.7 | -0.2
Cc1cc(-c2nc(C)c(C(=O)NN)s2)no1 | -3.8 | i | 0.0 | 0.7 | 0.1 | -0.6 | -0.1 | 6.1 | 1.6 | -1.8
Nc1ccc(C(=O)OCc2csc(-c3ccccc3)n2)cc1[N+](=O)[O-] | 3.5 | i | 1.6 | 10.0 | 6.8 | 5.3 | 0.9 | -5.1 | -1.5 | 1.7
C=CCn1c(O)c(C=Nc2ccc(CN3CCCCC3)cc2)c(=O)[nH]c1=S | 0.4 | i | -0.1 | 3.1 | -1.0 | 1.4 | 3.0 | 3.5 | 0.1 | 1.2
COc1ccccc1N1CCN(S(=O)(=O)c2ccc(F)cc2)CC1 | 3.1 | i | -1.1 | -3.1 | -1.6 | -2.7 | -0.8 | 1.7 | -1.1 | -1.8
COc1ccc(C(c2nnnn2Cc2cccs2)N2CCC(C(N)=O)CC2)c(OC)c1 (centres undefined) | -7.4 | i | -0.1 | 1.5 | -5.4 | -0.6 | 0.7 | -0.8 | -0.1 | -1.1
Cc1ccnc(NS(=O)(=O)c2ccc(NC(=O)c3ccc4c(c3)OCCO4)cc2)n1 | -8.1 | i | -0.6 | -0.4 | -4.3 | 3.1 | -0.1 | 0.7 | 0.6 | -0.9

Of the compounds above, 3 have bromine:
SMILES | Scp-1 inhibitor | Rpn11 block | TbMetRS inhib | NadD block | DNMT1 block | CSN deneddyl inh | STEP inh | SUMO1 PPI mod | MsrA inh | LMPTP inh
COc1ccc(-n2c(-c3ccc(Br)cc3)n[nH]c2=S)cc1 | -5.1 | i | -0.5 | 5.5 | 2.7 | 1.0 | 1.5 | 1.8 | 1.7 | -0.2
Cc1ccc2cc(CCNS(=O)(=O)c3ccc(Br)cc3)c(=O)[nH]c2c1C | 0.9 | i | -0.2 | -7.6 | -1.0 | -5.1 | 2.2 | 0.9 | 0.6 | 0.2
N#CCOC(=O)C1CSC2(c3ccc(Br)cc3)CCC(=O)N12 (centres undefined) | -3.0 | i | 0.1 | -1.9 | -4.8 | 11.5 | 2.5 | 2.0 | 0.9 | -0.3
